# S3 lipid droplet = qHTS Assay for Lipid Storage Modulators in Drosophila S3 Cells; Drosophila S3 cells, BODIPY lipid droplet fluorescence, 18-24 h; cells fed with added oleic acid; lipid storage change, negative = inhibition, % at the top dose, mostly 46.1 µM; hits show Potency in µM; 0.64% of 320,000 active; AID 2685, 2010; active = well fitted inhibition curve with a large enough effect in the signal ratio, with a control signal flat, not every such curve was filed as active; inconclusive = small, poorly fitted or top-dose-only effect, or effect the other way, or a change in a side signal; the % refers to the signal ratio
#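 Drosophila S3 cells loaded with oleic acid (400 uM, as added) and compounds at several concentrations; lipid droplets imaged by 488-nm laser-scanning cytometry, 500–530 nm intensity and object ratio to cell channel. Percent activity normalized to 20 uM Triacsin C.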
# S3 lipid droplet cell count max = also measured in S3 lipid droplet; calls as there; cell number change, %; measured here: cell count max response;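 cells counted by Cell Tracker Red CMTPX staining in the red channel; peak over a dose series mostly up to 46.1 µM; percent activity relative to internal control wells on each plate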
# * = called active by the depositor; i = inactive; ? = inconclusive; . = not tested or not shown; [ ] = remark or other dose. % is scaled to controls: 0 for no effect and ±100 for the full control effect; potency is read from the fitted curve at half-maximal effect. A portion of the library, so the mix of outcomes need not match the whole.
SMILES,S3 lipid droplet,S3 lipid droplet cell count max
Cc1cccc(C)c1OCc1nnc(SCC(=O)NCCc2ccccc2)o1,?,.
CNc1nc(N)c([N+](=O)[O-])c(NC2CCCCC2)n1,?,.
Cc1noc(C)c1S(=O)(=O)N1CCCC(C(=O)NCCc2ccc(Cl)cc2)C1 (centres undefined),i,.
COc1cccc(CNc2ccc([N+](=O)[O-])c(NCC(=O)O)n2)c1,?,.
O=S(=O)(NCc1ccccc1Br)c1ccccc1Br,i,-13
Cc1ccc(C(=O)CSc2nnc(-c3ccccc3)o2)cc1,0%,-14
CN1CCc2c(sc3c2c(=O)n(-c2ccccc2)c2nnc(SCc4ccc(Cl)cc4)n32)C1,23%,13
O=c1oc(-c2ccc(Cl)c(Cl)c2)nn1-c1ccc(C(F)(F)F)cn1,-15%,5
COc1ccc(N(CC(=O)N2CCc3ccccc3C2)S(C)(=O)=O)cc1,?,.
CCOC(=O)C1=C(c2ccccc2)O/C(=C(/C#N)C(F)(F)F)S1,?,.
O=C(c1cn(Cc2ccccc2)nc1-c1ccc(Cl)cc1)N1CCN(c2ccccn2)CC1,0%,0
CCOc1ccc(N2CC(C(=O)NC3CCCC3)CC2=O)cc1 (centres undefined),?,.
O=C(CN1CCCCCC1)Nc1ccc(S(=O)(=O)N2CCOCC2)cc1,-2%,7
CCOC(=O)N1CCN(C(=O)C2CCCN(c3ncnc4c3nc3n4CCCCC3)C2)CC1 (centres undefined),?,.
CCCCc1ccc(NC(=O)c2cnccn2)cc1,-4%,-12
O=C(OCCN1C(=O)c2ccccc2C1=O)c1ccccc1,4%,7
COc1ccc(NC(=O)CCC(=O)Nc2ccc3nc(N4CCOCC4)cc(C)c3c2)c(OC)c1,?,.
O=C(COc1cc2oc(=O)c3c(c2cc1Cl)CCC3)N1C[C@H]2C[C@@H](C1)c1cccc(=O)n1C2,?,.
CCOC(=O)c1c(C)oc2ccc(OCC(N)=O)cc12,?,.
Cc1cc2c(cc1C)CSC(c1ccccc1O)SC2,?,.

# Seven structures out of the list, sorted by molar mass, descending.
SMILES,S3 lipid droplet,S3 lipid droplet cell count max
CN1CCc2c(sc3c2c(=O)n(-c2ccccc2)c2nnc(SCc4ccc(Cl)cc4)n32)C1,23%,13
COc1ccc(NC(=O)CCC(=O)Nc2ccc3nc(N4CCOCC4)cc(C)c3c2)c(OC)c1,?,.
O=C(c1cn(Cc2ccccc2)nc1-c1ccc(Cl)cc1)N1CCN(c2ccccn2)CC1,0%,0
Cc1noc(C)c1S(=O)(=O)N1CCCC(C(=O)NCCc2ccc(Cl)cc2)C1 (centres undefined),i,.
O=S(=O)(NCc1ccccc1Br)c1ccccc1Br,i,-13
COc1cccc(CNc2ccc([N+](=O)[O-])c(NCC(=O)O)n2)c1,?,.
CNc1nc(N)c([N+](=O)[O-])c(NC2CCCCC2)n1,?,.

# Next structures:
SMILES,S3 lipid droplet,S3 lipid droplet cell count max
O=S(=O)(Cc1ccccc1)N1CCN(Cc2c(F)cccc2Cl)CC1,i,.
COc1cc(Br)c(/C=C/c2ccc3cccc(O)c3n2)cc1OC,?,.
Cc1cc(/C=N/NC(=O)c2cccc(N(C)C)c2)c(C)n1-c1cc(C(=O)O)cc(C(=O)O)c1,?,.
COc1cc2c(cc1OC)C(c1cccc(Br)c1)NC(=O)C2 (centres undefined),?,.
O=C(c1ccc(-c2ccccc2)cc1)C1CCCN(C(=O)Cn2cncn2)C1 (centres undefined),-1%,-9
O=C(Nc1ccccn1)c1cccc(S(=O)(=O)N2CCc3ccccc3C2)c1,?,.
COc1cccc(Nc2nc3ccccc3nc2NS(=O)(=O)c2cccs2)c1,-8%,-17
Cn1nc(C(F)(F)F)c(C(=O)Nc2ccc(F)cc2)c1Cl,22%,.
CC(=O)c1ccc(OCCn2cnc3ccccc32)cc1,?,.
CC1CCN(S(=O)(=O)c2cn(CC(=O)N3CCN(c4cccc(C(F)(F)F)c4)CC3)cn2)CC1,i,24
COc1ccc(C(=O)NC2CC2)cc1OC1CCN(Cc2cc(C)cc(C)c2)CC1,?,.
Cc1ccc(NS(=O)(=O)c2cc(C(=O)NCc3ccncc3)ccc2C)cc1,?,.
COC(=O)CN1C(=O)[C@H]2[C@@H](c3ccc(C)o3)N3C(=O)CN(Cc4ccccn4)C(=O)[C@@]3(C)[C@H]2C1=O,?,.
Cc1nn(CC(=O)N2CCN(C)CC2)c(=O)c2c1sc1ccccc12,i,.
COc1ccc2[nH]c3c(c2c1)CN(C)CC3,?,.
C=CCCC(=O)N(C)CCO,?,.
Cc1cc(OC(C)C(=O)N(Cc2ccco2)C2CCS(=O)(=O)C2)ccc1Cl (centres undefined),?,.
CCc1ccccc1NC(=O)CSC1=C(C#N)C(c2ccc(O)c(OC)c2)C2=C(CCCC2=O)N1 (centres undefined),?,.
CSc1nc(C)cc(OCNC(=O)c2cccs2)n1,15%,0
Cc1cc(C)c2c(CN3CCN(Cc4ccc5c(c4)OCO5)CC3)cc(=O)oc2c1C,8%,-1
Cc1cccc(NC(=O)C2CC(=O)N(c3ccccc3)C2)c1C (centres undefined),?,.
C=CCN(c1ccc(C(=O)NC(C)C)cc1)S(C)(=O)=O,i,26
CSc1nc(-c2ccc(Cl)cc2)c(C#N)c(=O)[nH]1,0%,0
CCC(C)[C@H](NC(=O)NC1CCCc2ccccc21)C(=O)OC (some centres undefined),?,.
OC1(c2ccccc2F)CCN(Cc2nnnn2CCc2ccccc2)CC1,-3%,4
Clc1cc(Br)ccc1NCc1cccnc1,?,.
O=C1CC(N(Cc2ccc3c(c2)OCO3)C(=O)Nc2ccc(F)cc2)C(=O)N1c1ccccc1 (centres undefined),?,.
COC(=O)c1cccc(NC(=O)c2cnoc2C)c1,0%,-11
Cc1cc(C)n(-c2nc(Nc3ccccc3C)nc(-n3nc(C)cc3C)n2)n1,?,.
COC(=O)Nc1ccc(Cc2ccncc2)cc1,-2%,-5
CSCC[C@H](NC(=O)Cc1c(C)c2c(cc(C)c3c(C)coc32)oc1=O)C(=O)O,?,.
c1ccc2c(c1)nc(NCc1ccc3c(c1)OCO3)n2CCN1CCOCC1,-4%,-9
COc1ccc(CC(=O)N2CCCC2)c(OC)c1,i,7
Nc1nnc(CCc2ccccc2)s1,?,.
Cc1ccccc1OCCC(=O)OCC(=O)Nc1ccc2[nH]c(=O)[nH]c2c1,?,.
O=C(NC1CC1)C1CCN(C(=O)c2ccccc2Cl)CC1,i,.
O=[N+]([O-])c1ccc2c(c1)ncn2-c1ccccc1,?,.
N#Cc1cnc(Sc2ccccc2)nc1,10%,-2
COC(=O)[C@@H]1C[C@@]2(O)[C@@H](O)[C@@H](O)[C@@H](O)C[C@H]2N1Cc1ccc(-c2ccccc2)cc1,?,.
Cc1nccn1-c1ccc(C=O)cc1,?,.
Cc1ccc(C(=O)C(C)OC(=O)CCN2C(=O)C3C4C=CC(C5CC45)C3C2=O)cc1 (centres undefined),17%,-6
NS(=O)(=O)c1ccc(N=Nc2c(O)c(C(=O)O)cc3ccccc23)cc1,-1%,-8
COc1ccccc1Nc1nnc(SCC(=O)Nc2cc(C)on2)s1,?,.
CCc1noc(C)c1C(=O)Nc1ccc(F)c(F)c1F,i,-3
COC(=O)c1nnn(CC(=O)NC(=O)Nc2ccccc2)c1C(=O)OC,0%,1
O=Cc1ccccc1OCCOc1ccccc1C=O,-7%,-5
CCN(CC)c1nc(-c2cccc(OC)c2O)nc2ccccc12,?,.
CCOC(=O)NC(=O)/C(C#N)=C\c1ccccc1,?,.
CC(=O)c1ccc(-n2nnnc2SCC(=O)N2CCN(C(=O)c3ccco3)CC2)cc1,9%,9
O=C(O)CSc1nnc(-c2ccc3c(c2)OCO3)n1-c1ccccc1,?,.
O=C(CN1CCN(c2ccc([N+](=O)[O-])cc2)CC1)Nc1ccccn1,11%,12
CCN1CCN(Cc2ccc(NC(=O)c3ccc(C)c(NC(=O)c4cccc5[nH]ccc45)c3)cc2C(F)(F)F)CC1,-1%,-4
COc1ccc(Cc2nnc(SCC(=O)NCc3ccco3)o2)cc1,14%,26
O=C(CCc1ccccc1)Nc1nnc(-c2ccccn2)o1,11%,0
CCOCCc1nnc(NC(=O)CS(=O)(=O)Cc2ccccc2)s1,i,-3
CC(C)Cn1cc(C(=O)N2CCOCC2)c2c3ccccc3n(C)c2c1=O,4%,-10
Cc1cccc(NC(=O)CSc2nc(C)c(Cc3ccccc3)c(=O)[nH]2)c1,13%,-1
CCC(=O)NC(=S)Nc1ccc2oc(-c3ccc(OC)cc3)nc2c1,?,.
CCOC(=O)c1oc2ccc(Br)cc2c1CSc1nnc(C)s1,-3%,-4
C=CCn1c(SCC(=O)OCC)nc2cc(C(=O)NCc3ccco3)ccc2c1=O,?,.
# Next section
SMILES,S3 lipid droplet,S3 lipid droplet cell count max
CCCC(=O)N1CCN(S(=O)(=O)c2cc(Cl)ccc2OC)CC1,-6%,-3
Cn1c(SCc2cccc(Br)c2)nnc1-c1ccncc1,2%,-8
CCOc1cc(C(=S)N2CCOCC2)ccc1OS(=O)(=O)c1ccccc1[N+](=O)[O-],?,.
CN(CCCNC(=O)c1nn(C)c2c1CS(=O)(=O)c1ccccc1-2)Cc1ccccc1,?,.
COc1cc(Cl)c(S(=O)(=O)n2cnc(C)c2)cc1Cl,-5%,-11
COCc1[nH]nc2c1C(C1C=CCCC1)C(C#N)=C(N)O2 (centres undefined),i,-8
Nc1c(N(CCO)C(=O)/C=C/c2ccco2)c(=O)[nH]c(=O)n1Cc1ccccc1,16%,.
Cc1noc(C)c1COc1cccc(C(=O)Nc2ccc3c(c2)OCO3)c1,0%,0
Cc1cccc(-n2cnc(C(=O)NNC(=S)Nc3ccc(Cl)cc3)c2)n1,?,.
O=C1CCCC(=O)C1CS(=O)(=O)c1ccccc1,?,.
COc1ccc(Nc2nc3c(C)cccc3cc2C#N)c(OC)c1,?,.
O=C(COc1ccccc1)Nc1ncc2c(n1)CCCC2=O,26%,13
CN1N=C2c3ccccc3CCCC2C1c1ccc(F)cc1 (centres undefined),30%,.
CC1CN(C2CCN(C(=O)c3ccccc3)CC2)CC(C)O1 (centres undefined),?,.
COC(=O)c1cnn(-c2nc(OC)cc(OC)n2)c1C,20%,.
Cc1c(C(N)=O)sc2ncn(CC(=O)N3CCC(C)CC3)c(=O)c12,i,23
Cn1c(=O)c2cc(NCc3ccccc3)nnc2n(C)c1=O,?,.
Cc1ccc(C(=O)N(Cc2cccnc2)Cc2cc3cc(C)ccc3n3nnnc23)cc1,-20%,0
Cc1cccc(C)c1NC(=O)CN(C)C(=O)c1cccc(S(=O)(=O)N2CCN(c3ccc(F)cc3)CC2)c1,?,.
COc1ccccc1N1CCN(C(=O)c2noc(C(C)C)c2[N+](=O)[O-])CC1,i,.

# A second format for part of the listing above.
compound | S3 lipid droplet | S3 lipid droplet cell count max
O=C(COc1ccccc1)Nc1ncc2c(n1)CCCC2=O | 26% | 13
CN1N=C2c3ccccc3CCCC2C1c1ccc(F)cc1 (centres undefined) | 30% | .
CC1CN(C2CCN(C(=O)c3ccccc3)CC2)CC(C)O1 (centres undefined) | ? | .

# The list goes on:
SMILES,S3 lipid droplet,S3 lipid droplet cell count max
CCOc1ccc(Cc2nnc(SCC(=O)c3ccc(OC)cc3)o2)cc1,23%,-11
COc1ccc(CNC(=O)Cn2nc(C(F)(F)F)c(Br)c2C)cc1,?,.
N#Cc1sc(NCc2cccc(Cl)c2)nc1Cl,-6%,.
O=C(CCc1nnc(-c2ccc3c(c2)OCO3)o1)NC(c1ccccn1)C(F)(F)F (centres undefined),6%,11
Cc1ccc(N(C)S(=O)(=O)c2cccc(C(=O)Nc3nc4ccccc4[nH]3)c2)cc1,?,.
COc1cc(CCC(=O)OCC(=O)Nc2ccc(C(N)=O)cc2)cc(OC)c1OC,?,.
CCCc1cc(=O)oc2cc(OCC(=O)Nc3ccc(S(N)(=O)=O)cc3)ccc12,?,.
O=C1c2ccccc2C(=O)N1CCCC[C@]12Cc3ccccc3C(O1)c1c(c3ccccc3oc1=O)O2,15%[9.22 µM],7
Cc1cc(F)ccc1N1CCC(N2CCN(C(C)C)C(CCO)C2)CC1 (centres undefined),1%,12
CCc1ccc(NC(=O)C(=O)NCCOc2ccccc2Cl)cc1,4%,0
O=C(CCCc1c[nH]c2ccccc12)N1CCN(S(=O)(=O)c2cccs2)CC1,?,.
COc1ccccc1N(CC(=O)NC1CCCC1)S(=O)(=O)c1cccc(C(F)(F)F)c1,?,.
Cc1c(Cl)cccc1NC(=O)C1CCN(c2cnccn2)CC1,?,.
O=[N+]([O-])c1cc(/C=N/O)ccc1Oc1ccccc1Cl,0%,-3
Cc1ccc(Cl)cc1NC(=O)N(C)CCO,5%,15
O=C(CSc1nccn1Cc1ccco1)Nc1ccc(F)cc1,i,18
Cc1cc(C)nc(/N=C(/NC(=O)Nc2cccc(Cl)c2)Nc2ccccc2)n1,?,.
Cc1ccc(S(=O)(=O)N2CCN(C(=O)CN3C(=O)NC4(CCOc5ccccc54)C3=O)CC2)cc1 (centres undefined),?,.
Cc1noc(C)c1C(=O)N1CCCC(C(=O)c2cccc(OC(C)C)c2)C1 (centres undefined),9%,5
Cc1c(Br)c([N+](=O)[O-])nn1CC(=O)N1CCc2ccccc2C1,?,.
CCCCN(C(=O)CCCc1nc2ccccc2c(=O)[nH]1)c1c(N)n(CCCC)c(=O)[nH]c1=O,?,.
Cc1ccc(S(=O)(=O)N2CCN(C(=O)COC(=O)CNC(=O)c3ccccc3)CC2)c(C)c1,?,.
CCS(=O)(=O)Nc1cccc(-c2cn3c(n2)SCC3)c1,?,.

# Assay outcomes deposited in PubChem by National Center for Advancing Translational Sciences (NCATS).
